Source: PubChem BioAssay
Rin1-Abl PPI inh – inhibitors of Rin1-Abl protein binding, primary screen, biochemical, TR-FRET; Tyrosine-protein kinase ABL1 (Homo sapiens) + Ras and Rab interactor 1 (Homo sapiens), …; 360,000 tested, 0.4% active; AID 588664, 2011; inhibition, % at 7.35 µM; in the data active = inhibition above about 5%, passing the limit was not always enough
Scp-1 inhibitor – Scp-1 phosphatase inhibitors, primary screen, biochemical, colorimetric, uHTS. Recombinant Scp1, phosphopeptide, malachite green phosphate absorbance. inhibition, % at 20 µM. AID 493091, 2011. 340,000 tested, 0.88% active. Carboxy-terminal domain RNA polymerase II polypeptide A small phosphatase 1 (Homo …;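 active = inhibition above about 50% at 20 µM, limit read from the data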;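 also: plate controls were DMSO wells with enzyme for no effect and wells lacking enzyme for full effect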
Target sequence (Q9GZU7 76-261 limits assumed): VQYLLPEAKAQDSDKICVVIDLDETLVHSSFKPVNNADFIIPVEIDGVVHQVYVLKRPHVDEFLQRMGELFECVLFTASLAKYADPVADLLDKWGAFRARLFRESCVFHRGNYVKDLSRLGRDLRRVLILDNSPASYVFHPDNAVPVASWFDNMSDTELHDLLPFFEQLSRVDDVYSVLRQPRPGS
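Material: truncated SCP-1 phosphatase (76-261aa) / Buffer or medium: 50 mM Tris acetate pH 5.5, 0.005% Tween-20, 10 mM MgCl2 / Compound dosing: one concentration, 20 µM, with 1.0% DMSO / Incubation: 45 min room-temperature reaction, 5 min colour, 30 min stabiliser / Detection: colorimetric free-phosphate detection, absorbance 630 nm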
Rpn11 inh – Rpn11 (PSMD14) deubiquitinase inhibitors, primary screen, biochemical, fluorescence polarization, uHTS; 26S proteasome non-ATPase regulatory subunit 14 (Homo sapiens), O00487; 360,000 tested, 0.59% active; calls only at 20 µM; human 26S proteasome, Ub4-pepOG fluorescence polarization; 20S core pre-blocked with epoxomicin;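 active = inhibition at 20 µM, scaled to each plate's controls, above about 33%, limit read from the data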
Target sequence (O00487 whole entry, looked up): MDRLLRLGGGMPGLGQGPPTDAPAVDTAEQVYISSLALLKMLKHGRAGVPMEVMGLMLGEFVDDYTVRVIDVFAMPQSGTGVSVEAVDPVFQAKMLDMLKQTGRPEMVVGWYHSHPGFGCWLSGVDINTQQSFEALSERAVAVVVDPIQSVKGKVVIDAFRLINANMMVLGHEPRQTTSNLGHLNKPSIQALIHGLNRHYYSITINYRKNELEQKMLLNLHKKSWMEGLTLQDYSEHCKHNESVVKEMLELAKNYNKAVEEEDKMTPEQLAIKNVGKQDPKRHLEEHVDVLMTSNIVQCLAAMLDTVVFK
STEP inh – STEP phosphatase inhibitors, primary screen, biochemical, fluorescence intensity, uHTS; 360,000 tested, 0.25% active; AID 588621, 2011; Tyrosine-protein phosphatase non-receptor type 5 (Homo sapiens), P54829; recombinant STEP, OMFP fluorogenic substrate; inhibition, % at 20 µM;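 active = inhibition at 20 µM, scaled per plate between control wells, above about 37%, limit read from the data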;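 also: 0% = DMSO with enzyme and substrate and 100% = substrate only without enzyme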
Target sequence (P54829 whole entry, looked up): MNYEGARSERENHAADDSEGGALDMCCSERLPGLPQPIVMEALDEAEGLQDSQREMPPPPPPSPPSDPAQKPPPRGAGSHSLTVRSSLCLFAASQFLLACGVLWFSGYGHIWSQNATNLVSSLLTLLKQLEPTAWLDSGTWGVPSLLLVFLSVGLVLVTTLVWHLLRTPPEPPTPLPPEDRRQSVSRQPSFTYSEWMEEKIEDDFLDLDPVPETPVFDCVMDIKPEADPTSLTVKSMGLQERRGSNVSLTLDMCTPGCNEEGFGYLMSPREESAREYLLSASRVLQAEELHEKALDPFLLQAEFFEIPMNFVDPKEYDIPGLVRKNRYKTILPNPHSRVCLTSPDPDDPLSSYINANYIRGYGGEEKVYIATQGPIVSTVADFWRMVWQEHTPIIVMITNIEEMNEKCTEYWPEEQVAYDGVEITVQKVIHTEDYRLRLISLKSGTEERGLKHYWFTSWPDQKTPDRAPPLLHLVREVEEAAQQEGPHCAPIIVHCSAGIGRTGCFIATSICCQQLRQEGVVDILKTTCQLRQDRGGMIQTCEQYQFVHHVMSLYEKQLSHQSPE
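Assay system: isolated STEP enzyme. Buffer or medium: pH 6.0 Bis-Tris with DTT and Tween 20. Also added: fluorogenic phosphatase substrate OMFP at 25 µM final. Dosing: 20 µM, 1% DMSO. Timing: 20 min reaction, room temperature, in the dark. Measured by: fluorescence intensity, excitation 480 nm, emission 540 nm. Evaluation: normalized % inhibition.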
Neddylation inh – inhibitors of cullin neddylation, primary screen, biochemical, TR-FRET, uHTS, NAE and Ubc12. 360,000 tested, 0.58% active. calls only at 25 µM. AID 651699, 2012. NEDD8-conjugating enzyme Ubc12 (Homo sapiens) + NEDD8-activating enzyme E1 regulatory …; in the data active = inhibition above about 36%
LMPTP block – LMPTP phosphatase inhibitors, primary screen, biochemical, fluorescence intensity, uHTS. inhibition, % at 20 µM. 360,000 tested, 0.22% active. Low molecular weight phosphotyrosine protein phosphatase (Homo sapiens), P24666. AID 651560, 2012. recombinant LMPTP-A, OMFP fluorogenic substrate;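 active = compounds that cut the enzyme signal by at least half of the control window in the single-dose screen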;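 also: plate controls were DMSO wells with enzyme plus substrate for no effect and substrate without enzyme for full effect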
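test system = LMPTP-A | amount = 0.625 nM LMPTP-A final | reagent = fluorogenic phosphatase substrate OMFP at 400 µM final | incubation = 50 min at room temperature | benchmarks = no-enzyme low control, uninhibited high control | medium = Bis-Tris pH 6.0, DTT, detergent | signal = fluorescence intensity of OMFP turnover product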
CSN deneddyl inh – inhibitors of CSN-mediated cullin deneddylation, primary screen, biochemical, fluorescence polarization, uHTS; inhibition, % at 12.5 µM; AID 651999, 2013; Purified CSN, SCF-Nedd8-OG deneddylation; 360,000 tested, 0.38% active;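 active = pattern-corrected inhibition above about 35%, with an unprinted fluorescence ratio check between 0.5 and 1.5, limit read from the data, passing the limit was not always enough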;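 also: 0% = enzyme with substrate and 100% = substrate without enzyme; some results filed as inactive read as strong as hits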
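Assay system: purified human Csn5 enzyme expressed in HEK293T cells; Input: 0.24 nM Csn5 enzyme, final concentration; Reagent: 10 nM SCFSkp2-Nedd8OG; Compound dosing: 12.5 µM single point; Times: reaction 90 min, room temperature; Technique: fluorescence polarization readout.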
SUMO1 PPI mod – modulators of SUMO1 protein-protein interactions, primary screen, biochemical, uHTS | Small ubiquitin-related modifier 1 (Homo sapiens), P63165 | SUMO1 binding to a labelled peptide, TR-FRET, 1 h | inhibition, % at 20 µM | 360,000 tested, 0.33% active | AID 602429, 2012; in the data active = inhibition above about 37%
NadD block – inhibitors of S. aureus NadD, primary screen, biochemical, colorimetric, uHTS; Nicotinate-nucleotide adenylyltransferase NadD (Staphylococcus aureus N315); purified NadD enzyme, colorimetric absorbance read-out; inhibition, % at 20 µM; 360,000 tested, 0.78% active; in the data active = inhibition above about 26%; also: some compounds past the cut are filed as inactive
DNMT1 inh – human DNMT1 methyltransferase inhibitors, primary screen, biochemical, molecular beacon, fluorescence, HinP1I cleavage, uHTS; DNA (cytosine-5)-methyltransferase 1 (Homo sapiens), P26358; 360,000 tested, 0.83% active; AID 588458, 2011; inhibition (reported as % activation of signal), % at 10 µM; in the data active = inhibition above about 50%
Numbers without * were called inactive; i = inactive; x = not tested or not shown; + = active, no number.

Fields: Rin1-Abl PPI inh, Scp-1 inhibitor, Rpn11 inh, STEP inh, Neddylation inh, LMPTP block, CSN deneddyl inh, SUMO1 PPI mod, NadD block, DNMT1 inh
> O=C(CCc1ccccc1)NC(NC(=S)Nc1cccc(Cl)c1)C(Cl)(Cl)Cl (stereo not drawn)
 : -5.2, -5.2, i, -1.5, i, 1.0, -0.2, -2.8, 6.3, 9.1
> COc1ccc(OC)c(S(=O)(=O)N2CCC(C(=O)NCc3ccccc3OC)CC2)c1
 : -3.0, -2.2, i, 2.4, i, -1.2, -2.5, -1.9, 0.1, 0.4
> O=[N+]([O-])c1cc(S(=O)(=O)CCCN2CCOCC2)ccc1F
 : 3.0, -9.4, i, -0.6, i, -1.3, 7.9, -13.0, -1.1, -1.8
> O=C(c1cnc(Cl)c(Cl)c1)N1CCN(S(=O)(=O)c2ccc(F)cc2)CC1
 : -2.0, 9.6, i, -2.7, i, -0.8, 2.8, -24.8, 3.5, 2.2
> OC(c1ccc2c(c1)OCO2)c1ncc(-c2cccc(C(F)(F)F)c2)[nH]1 (stereo not drawn)
 : 3.4, x, i, -5.0, i, -0.7, 3.0, 0.2, -5.9, 1.4
> O=c1[nH]ncc(NCc2ccc(Cl)cc2)c1Cl
 : -1.6, -2.7, i, -1.3, i, -2.3, -8.9, -6.4, -2.3, 3.8
> Cc1c(C(=O)NCCN2C(=O)S/C(=C\c3cccnc3)C2=O)cccc1[N+](=O)[O-]
 : -5.5, 0.2, i, -1.3, i, 0.2, 2.5, -25.0, 0.0, -3.9
> COc1cc(C(=O)CSc2nccn2C)cc(OC)c1OC
 : 0.6, 1.8, i, -2.9, i, -0.2, -1.0, 0.8, -9.1, 4.4
> CCN(CC)S(=O)(=O)c1ccc2oc(C(=O)NCc3ccc(C)cc3)c(C)c2c1
 : -1.2, -10.2, i, 60.7*, i, 2.4, 0.9, 2.3, -9.9, -5.4
> Cc1ccc(-c2nnc(SCC(=O)N(CC(C)C)c3c(N)n(Cc4ccccc4)c(=O)[nH]c3=O)n2N)cc1
 : 6.0, -0.7, i, -2.0, i, -1.0, 6.6, 2.6, 1.3, 0.1
> O=C(Nc1ccccc1)NC1(C(=O)N2CCC(O)CC2)CCCCC1
 : 4.5, -2.8, i, -2.7, i, -1.3, 5.7, 4.0, -4.1, 2.0
> O=C(O)CC(NC(=O)c1cccc([N+](=O)[O-])c1)c1ccc2c(c1)OCO2 (stereo not drawn)
 : 1.7, -0.5, i, -0.1, i, 1.2, -0.1, -13.9, -3.7, -1.8
> COc1ccccc1-n1c(=O)c2c3c(sc2n2c(=S)[nH]nc12)CCC3
 : 3.8, 14.9, i, -0.6, i, -1.7, -4.0, 7.1, 0.3, 11.0
> Cn1c(SCC(=O)N2CCOCC2)nnc1-c1ccc2ncccc2c1
 : 1.1, -0.8, i, -2.1, i, -0.8, -5.2, -4.7, 3.3, 2.0
> CC1Cc2cc(C3(O)C(=O)c4ccccc4C3=O)ccc2N1 (stereo not drawn)
 : -0.2, -5.9, i, -1.3, i, -0.3, 5.1, -11.3, 2.3, -16.0

(list continues)
Fields: Rin1-Abl PPI inh, Scp-1 inhibitor, Rpn11 inh, STEP inh, Neddylation inh, LMPTP block, CSN deneddyl inh, SUMO1 PPI mod, NadD block, DNMT1 inh
> CCNNC(=O)C(O)(Cc1ccccc1)Cc1ccccc1
 : -0.8, -4.4, i, -1.4, i, 0.9, -2.6, 5.8, -2.8, -0.2
> Cc1cc(NC(=O)c2cccc(Br)c2)no1
 : -2.4, -6.9, i, 0.9, i, -0.7, 2.1, -1.9, -3.1, 0.2
> CCCCC[C@H](C)N1C[C@H](COCc2ccccc2)Oc2cc(N3CCC[C@H]3CO)ccc2S1(=O)=O
 : x, x, x, x, i, 5.9, -4.5, 6.0, -10.3, x
> COc1ccc(NC(=S)NC(C)Cc2cccs2)cc1 (stereo not drawn)
 : -1.9, -3.9, i, 1.7, i, -0.2, 4.1, 1.5, 0.9, 0.5
> CN(CCOc1ccccc1)Cc1nc2cc(Cl)ccc2c(=O)[nH]1
 : -9.7, 2.2, i, -2.6, i, -0.3, -0.8, -2.5, 2.4, 4.2
> COc1ccc(C(=O)Nc2nc(C)cc(C)n2)cc1[N+](=O)[O-]
 : -2.4, -5.5, i, 1.1, i, -0.4, -2.7, -2.8, -1.1, 0.9
> Cc1ccc(NC(=O)c2c(C)nc3ccccn23)cc1C
 : 0.3, -1.4, i, 2.5, i, -0.2, -9.9, -14.9, 6.6, 2.3
> CC(C)C(NC(=O)c1ccc(C(C)(C)C)cc1)C(=O)NC1=NCCS1 (stereo not drawn)
 : 3.0, -7.8, i, -2.5, i, -1.1, -1.7, -0.8, 8.0, -3.5
> C[C@H](CO)N1C[C@H](C)[C@@H](CN(C)C(=O)Nc2ccccc2)Oc2ccc(NS(=O)(=O)c3ccccc3)cc2C1=O
 : 0.7, -3.0, i, -4.4, i, -1.0, 0.3, 2.9, -0.2, 4.6
> O=C(Nc1ccc(F)c(F)c1)C1CCCN1S(=O)(=O)c1ccc(F)cc1 (stereo not drawn)
 : 2.7, -5.0, i, 0.3, i, -0.3, 0.1, 4.9, -1.5, -1.0
> c1ccc(-c2nc(NCc3ccco3)c3oc4ccccc4c3n2)cc1
 : 4.5, 0.2, i, 0.3, i, 4.8, 0.4, 2.9, -4.1, -5.5
> CCN1CCCC1CNC(=O)c1ccc(N2CCCC2=O)cc1 (stereo not drawn)
 : -3.8, -1.8, i, -2.5, i, -0.8, 2.9, -3.4, -6.2, -2.5
> COC(=O)c1[nH]c2ccccc2c1NC(=O)CN1CCN(C/C=C/c2ccccc2)CC1
 : 0.2, -3.8, i, 4.1, i, 2.1, -2.0, -9.2, 5.1, -8.2
> CC1CN(c2cc3nccnc3cc2F)CC(C)O1 (stereo not drawn)
 : 0.7, 0.0, i, -1.5, i, -0.3, -2.8, -9.8, 4.5, 3.4
> COc1ccc(S(=O)(=O)Oc2cc(C(=S)N3CCOCC3)ccc2OC)cc1
 : 0.5, -9.2, i, -1.4, i, -0.1, 1.6, 0.7, -10.5, 0.1

In another format: results already given.
canonical_smiles | Rin1-Abl PPI inh | Scp-1 inhibitor | Rpn11 inh | STEP inh | Neddylation inh | LMPTP block | CSN deneddyl inh | SUMO1 PPI mod | NadD block | DNMT1 inh
COc1ccc(NC(=S)NC(C)Cc2cccs2)cc1 (stereo not drawn) | -1.9 | -3.9 | i | 1.7 | i | -0.2 | 4.1 | 1.5 | 0.9 | 0.5
CN(CCOc1ccccc1)Cc1nc2cc(Cl)ccc2c(=O)[nH]1 | -9.7 | 2.2 | i | -2.6 | i | -0.3 | -0.8 | -2.5 | 2.4 | 4.2

The list goes on:
Fields: Rin1-Abl PPI inh, Scp-1 inhibitor, Rpn11 inh, STEP inh, Neddylation inh, LMPTP block, CSN deneddyl inh, SUMO1 PPI mod, NadD block, DNMT1 inh
> CCCCNC(=O)C(=O)N/N=C/c1cccc(Br)c1
 : -2.7, -7.3, i, -2.9, i, -1.0, -14.7, 3.0, -1.9, 4.4
> S=C(NCCc1ccccc1)N1CCn2cccc2C1c1cccnc1 (stereo not drawn)
 : 1.2, -4.2, i, 5.1, i, -0.9, 0.1, -1.6, -2.6, -4.2
> Cc1ccc(C2CC(=O)c3cnc(N4CCc5ccccc5C4)nc3C2)cc1 (stereo not drawn)
 : -3.9, -2.2, i, 6.8, i, 3.9, -2.3, -6.4, 28.9, -0.2
> CC(C)CN1CCNC(=O)C1CC(=O)NCCCN1CCCc2ccccc21 (stereo not drawn)
 : 1.1, -9.0, i, -3.2, i, 1.6, -4.6, -0.9, 0.0, -2.3
> CCCCOC(=O)CCCc1ccc([N+](=O)[O-])cc1[N+](=O)[O-]
 : -1.0, -3.4, i, -2.7, i, 0.2, 0.1, -26.3, -3.7, 0.8
> COc1ccc2c(COC(=O)[C@H](C)NS(=O)(=O)c3ccccc3F)cc(=O)oc2c1
 : -1.9, -12.4, i, -0.9, x, 0.4, -2.1, -8.8, 0.6, 3.5
> O=C(O)CSc1cnc2ccccc2n1
 : -2.2, 2.6, i, 1.0, i, -0.1, -4.2, -5.2, -2.8, -8.8
> CC1CCCCC1NC(=O)CSc1ccsc1[N+](=O)[O-] (stereo not drawn)
 : -1.9, 8.9, i, 0.9, i, 0.5, 2.0, -21.4, -3.9, 3.4
> COc1ccc(CCNC(=O)C(C(=O)c2ccccc2)n2cc(Cl)ccc2=O)cc1OC (stereo not drawn)
 : -2.4, -14.2, i, -0.4, i, -0.9, -0.9, 1.1, -1.1, 0.3
> COc1ccc(C(=O)COC(=O)CCNS(=O)(=O)c2ccc(NC(C)=O)cc2)c(OC)c1
 : 2.9, -2.0, i, -0.1, i, -1.8, 0.8, 2.4, -2.4, -1.4
> CS(=O)(=O)N(CC(=O)N1CCCC1)c1ccccc1Br
 : 1.8, -11.5, i, -0.1, i, -0.9, 0.3, -1.7, -3.8, 0.8
> Cc1nc2c3ccccc3nc(NNC(=O)CCC(=O)N3CCC(C)CC3)n2n1
 : 2.0, -4.5, i, 1.7, i, -0.6, 2.8, 3.0, 6.6, 3.1
> COC(=O)c1[nH]c2ccc(C)cc2c1NC(=O)CN1CCCc2ccccc21
 : 1.7, -10.5, +, 1.2, i, 4.9, 2.1, -12.2, 28.5, 12.7
> COC(=O)c1cc(-c2ccc(Br)cc2)c2c(=O)n(C)c(=O)n(C)c2n1
 : 0.6, 0.8, i, -3.2, i, -1.2, -5.3, 4.8, -2.5, 17.9

Rows are unselected; 3.8% or so of the library scored in one or more.
